p53ts 32C kill – qHTS Screen for Compounds that Selectively Target Cancer Cells with p53 Mutations: Cytotoxicity of p53ts Cells at the Permissive Temperature; H1299-p53A138V at 32C, ATP luminescence viability, 24 h; Potency, µM (top dose mostly 46.1 µM), without a hit: top-dose activity change, negative = cytotoxicity, actives largely listed as cytotoxic; 0.93% of 130,000 active;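 note: 0% = DMSO and -100% = full killing by reference compound; nearly all actives have a fitted effect of over 55% in size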
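H1299-p53 A138V cells (temperature-sensitive p53) exposed 24 h to up to 46 uM compound at 32C, where p53 is wild-type in conformation. Viability read as ATP luminescence and normalised to DMSO and 100 uM tamoxifen. AC50 fitted with the Hill equation.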
IkB signaling – IkB Signaling; ABC-DLBCL IkBa-CBG/CBR dual luciferase ratio, 4 h; response scale: scaled: untreated 0%, proteasome inhibitor 100%; Potency, µM (top dose mostly 57.1 µM), inactives show at the highest dose IkBa stabilization activation; 0.04% of 110,000 active; active = well fitted curve in the direction sought with a large enough effect in the signal ratio, not every such curve was filed as active; inconclusive = small, poorly fitted or top-dose-only effect, or a change in a side signal; the % refers to the signal ratio;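 note: the direction sought is a rising ratio; 0% = basal untreated cells and 100% = reference inhibitor full response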
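Luminescence ratio of IκBα-fused green versus native red beetle luciferase in OCI-Ly3 cells, 4 h post-doxycycline with compound; red signal alone, scaled from basal (0%) to zero light (-100%), flagged nonspecific or cytotoxic effects.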
p53ts 39C tox – qHTS Screen for Compounds that Selectively Target Cancer Cells with p53 Mutations: Cytotoxicity of p53ts Cells at the Nonpermissive Temperature. H1299-p53A138V viability at 39C, ATP luminescence, 24 h. Potency, µM (top dose mostly 46.1 µM), without a hit: at the highest dose activity change, negative = cell killing, usual class: cytotoxic. 1.5% of 130,000 active; note: nearly all actives have a fitted effect of over 55% in size
Imprint erasure – qHTS Assay for Compounds that Induce Erasure of Genomic Imprints | 0.02% of 110,000 active | Potency, µM (titrated, usually from 60.7 µM), for inactives: top-dose activity change, positive = activation, hits mostly activators | AID 1948, 2009 | mouse ES Peg3-LacZ reporter, beta-gal luminescence, 40 h;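 note: 0% = negative control wells on the plate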
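Imprint erasure is scored as LacZ activity from the silenced maternal Peg3 allele in feeder-free female ES cells cultured 40 h with LIF. Luminescence is normalized to in-plate negative controls and fitted to the Hill equation.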
* hit, by the source's call; ? = inconclusive; . = not tested or not shown; [ ] = another dose, or the depositor's remark. Unless noted, calls come from the whole dose curve; as a rule, active = well fitted curve in the direction sought with a large enough effect; inconclusive = small, poorly fitted or top-dose-only effect, or another doubt; inactive = no such curve, though single readings can be large; an effect the other way counts as inactive or inconclusive. Unless noted, % is set by controls: 0 for no effect and ±100 for the full control effect; potency is the fitted concentration of half-maximal effect. No enrichment for hits; overall some 1.7% were active at least once.

SMILES | p53ts 32C kill | IkB signaling | p53ts 39C tox | Imprint erasure
COc1ccccc1CCn1c(=O)c(-c2ccc(Cl)cc2)nc2cncnc21 | -5.7% | 1.1%[11.4 µM] | -15.7% | .
CCn1c(CC(=O)Nc2cccc(OC)c2)nnc1SCC(=O)Nc1nccs1 | -8.3% | -0.9% | 4.8% | 25.4%
CCOC(=O)c1sc2ncn(C(C)C(=O)OCC)c(=O)c2c1C (stereo not drawn) | -6.8% | 0.3% | -14.4% | -16.7%
CCOC(=O)c1[nH]c(C)c(C(=O)NCc2ccc(OC)cc2)c1C | -5.3% | -3.0% | -6.4% | -11.5%
CCn1c(SCC(=O)NCCc2ccc(OC)c(OC)c2)nc2c1c(=O)n(C)c(=O)n2C | 14.0% | -4.3% | -6.4% | .
Brc1cc2c(cc1Cn1c(-c3cncs3)nc3ccccc31)OCO2 | 0.7% | -0.3% | 14.9% | -7.9%
Nc1nc2c([nH]c(=S)n2C2OC(CO)C(O)C2O)c(=O)[nH]1 (stereo not drawn) | -1.2% | . | -6.3% | 9.2%
O=C(C1CCC1)N1CCCc2cc(S(=O)(=O)N3CCN(c4ccccc4)CC3)ccc21 | 4.6% | ? | -16.9% | ?
CCCCOC(=O)CCNc1n[nH]c(=O)[nH]c1=O | -2.0% | 2.0% | 1.0% | -0.3%
O=C(COc1ccc(Br)cc1Cl)Nc1ncn[nH]1 | 2.51µM* | -2.1% | ? | -19.1%[10.9 µM]
CCc1ccc(NC(=O)C2CCC(CNS(=O)(=O)c3ccc4c(c3)C(C)(C)C(=O)N4C)CC2)cc1 (stereo not drawn) | -3.8% | -0.3% | 23.4% | -7.6%[10.9 µM]
COc1ccc(-c2coc3cc(O)ccc3c2=O)c(OC)c1O | -0.3% | . | 3.1% | -9.8%
Cc1ccccc1NS(=O)(=O)c1ccc(Br)s1 | 10.9% | 10.5% | -9.9% | 7.6%[10.9 µM]
O=C(Nc1ccccc1F)c1ccc2c(Cl)c3c(nc2c1)CCC3 | 1.26µM* | ? | 1.58µM* | -73.0%[inhibitor][10.9 µM]
CCc1nn2c(=O)cc(COC(=O)c3cccc(NC(=O)c4ccccc4C)c3)nc2s1 | -0.9% | ? | -8.1% | -27.8%[10.9 µM]
Cc1cccc(OCCn2nnc3sc4c(c3c2=O)CCCC4)c1 | -17.5% | -3.2% | ? | -12.7%[10.9 µM]
Cc1cc(C)n2nnnc2c1C#N | 23.8% | -0.9% | -7.6% | 2.1%
Cc1nn(CCC(=O)NNC(=S)Nc2cccc(Cl)c2)c(C)c1[N+](=O)[O-] | -3.1% | . | 17.5% | .
CCc1nnc(SCc2cn3c(C)cc(C)nc3n2)n1N | -5.6% | 1.4% | -7.5% | -6.9%
Cc1ccc(S(=O)(=O)O[C@H]2C[C@@H](C(C)(C)C)CC[C@@H]2c2ccccc2)cc1 | 1.2%[9.22 µM] | 1.8%[11.4 µM] | -0.4%[9.22 µM] | .
Cc1ccc(S(=O)(=O)N2CCN(Cc3noc(CCC(=O)N4CCCCC4)n3)CC2)c(C)c1 | 0.0% | ? | 1.1% | 7.3%[10.9 µM]
Cc1cc(C)n(S(=O)(=O)c2cccc(Cl)c2Cl)n1 | 4.9% | 0.6% | 14.7% | -10.9%
Cc1ccc(N2CCN(S(=O)(=O)c3ccc(Cl)c4ccccc34)CC2)c(C)c1 | -1.7% | ? | 2.0% | -1.3%[10.9 µM]
COc1cccc(/C=N/NC(=O)CCn2nnc3ccccc32)c1 | 25.7% | . | -4.7% | .
Cc1ccc(Cn2c(C(=O)NCCCN3CCOCC3)cc3sccc32)cc1 | 4.5% | . | 0.0% | .
(more compounds)
SMILES | p53ts 32C kill | IkB signaling | p53ts 39C tox | Imprint erasure
COC(=O)c1nnn(CC(=O)Nc2cccc(Cl)c2)c1C(=O)OC | -9.1% | 0.5% | -4.8% | 0.9%
CC1CCCN(c2nc3c(c(=O)n(C)c(=O)n3C)n2CCSc2nc3ccccc3o2)C1 (stereo not drawn) | 10.0% | 0.9% | -0.6% | -1.6%
CCOC(=O)c1sc(NC(=O)c2nc3nc(C)cc(C(F)F)n3n2)c(C(=O)OC)c1C | -0.5% | ? | 15.7% | -5.2%[10.9 µM]
O=C(c1ccco1)N1CCN(C(=O)C2CCCN(S(=O)(=O)Cc3ccccc3)C2)CC1 (stereo not drawn) | -1.5% | -0.2% | -7.5% | -5.9%
CCNc1ncc2nc(-c3ccccc3)c(=O)n(Cc3ccc(F)cc3)c2n1 | ? | -3.1%[11.4 µM] | -14.2% | .
COc1cc2c(=O)c(C(=O)c3ccc(F)cc3)cn(Cc3cccc(F)c3)c2cc1OC | 0.2% | ? | -24.0% | -0.6%[10.9 µM]
Cc1ccc2oc(C(=O)Nc3c(C(=O)c4ccc(C)c(F)c4)oc4ccccc34)cc(=O)c2c1 | 3.5% | 0.7% | 10.8% | 15.0%[10.9 µM]
O=C(NCc1ccc2c(c1)OCO2)c1ccc2c(c1)N(Cc1ccc(F)cc1)C(=O)c1ccccc1S2=O (stereo not drawn) | 10.5% | ? | -6.9% | -7.4%[10.9 µM]
CCCC(=O)N(Cc1cc2cc(C)ccc2[nH]c1=O)c1ccccc1OC | 4.1% | 2.0% | 1.7% | -6.2%
CN1CCCN=C1/C=C\c1cccs1 | 1.0%[20.6 µM] | 0.7%[25.6 µM] | 8.0%[20.6 µM] | -3.3%[16.8 µM]
CC(=O)Nc1ccc(S(=O)(=O)N2CCN(S(=O)(=O)N3CCCCCC3)CC2)cc1 | 6.8% | 1.4% | 11.1% | -6.5%
COC(=O)C(CCCCNC(=O)OCc1ccccc1)NC(=O)CN (stereo not drawn) | -3.7% | 4.1% | 3.6% | -17.2%
COc1ccc(C(=O)COC(=O)CCN=C2NS(=O)(=O)c3ccccc32)cc1OC | -0.4% | 0.3% | -7.4% | -2.7%
COc1ccc(NC(=O)c2ccc3c(=O)n(Cc4ccco4)c(=S)[nH]c3c2)c(OC)c1 | 2.9% | 5.1% | -3.6% | -5.1%
Cc1cccn2c(=O)c(/C=C(\C#N)c3nc4ccccc4n3C)c(Oc3ccc(Cl)cc3)nc12 | 9.3% | -3.5% | 2.0% | -7.8%[10.9 µM]
Cc1cc2nc(-c3ccc(NC(=O)c4ccc(OCC(C)C)cc4)cc3)oc2cc1C | 6.3% | 0.1% | 8.8% | 4.4%[10.9 µM]
CC(C)(C)OC(=O)N1CCC(c2c(C(=O)NCCc3ccsc3)cnn2-c2ccccc2Cl)CC1 | 17.1% | ? | 10.2% | -7.4%[10.9 µM]
CCOc1ccc(CNC(=O)Cn2c(=O)c3cccn3c3cccnc32)cc1 | -5.2% | -1.7% | -13.6% | -15.9%[10.9 µM]
CCOCCCNC(=O)c1c(NC(=O)c2nc(SC)ncc2Cl)sc2c1CCCC2 | 2.5% | -1.7% | 8.4% | -3.9%[10.9 µM]
CCc1ccc(NC(=O)CN2C(=O)C(c3ccccc3)=NC23CCCCCC3)cc1 | 12.1% | -1.0% | -16.5% | -9.2%[10.9 µM]
CCc1cccc2c(=O)c(C(=O)NCCN3CCOCC3)c[nH]c12 | 2.1% | -1.1% | 4.0% | 2.4%
CCc1ccc(S(=O)(=O)Nc2ccc(-c3ccc(N4CCCC4)nn3)cc2)cc1 | 8.3% | -2.6% | -9.9% | -8.7%[10.9 µM]
Cn1ncc2c(Cl)ncnc21 | 2.6%[9.22 µM] | -0.3%[11.4 µM] | 5.5%[9.22 µM] | -10.8%[10.9 µM]
COc1ccc(NC(=O)N2CCC(c3nc(-c4cccs4)no3)CC2)cc1 | -3.0% | 0.5% | -10.4% | -31.3%[inhibitor]
CCCN(CCC)S(=O)(=O)c1ccc(C(=O)N2CCC(=O)c3ccccc32)cc1 | 33.7%[activator] | 5.5% | 12.5% | -17.3%
Further results:
SMILES | p53ts 32C kill | IkB signaling | p53ts 39C tox | Imprint erasure
O=C(Nc1nc(-c2ccc(S(=O)(=O)N3CCCC3)cc2)cs1)C1COc2ccccc2O1 (stereo not drawn) | -6.0% | ? | -5.2% | ?
Cc1cccc(NC(=O)Cn2c(=O)n(CC3CCC(C(=O)NCCc4ccccc4)CC3)c(=O)c3ccccc32)c1 (stereo not drawn) | 20.1% | ? | -4.9% | 7.0%[10.9 µM]
Cc1ccc(-c2ccc(=O)n(CC(=O)Nc3cccc(C(=O)N4CCN(C)CC4)c3)n2)cc1 | -0.3% | -0.4% | 3.5% | -4.0%
CCN(CC)C(=O)CN(C)S(=O)(=O)c1cccc2nsnc12 | 20.7% | -0.2% | -14.9% | -11.3%
CCOC(=O)c1c(NC(=O)Cn2c(C)nc3ccccc32)sc2c1CCC2 | -5.5% | 4.9% | 1.7% | -20.6%
COc1ccc(-c2csc(N(CC3CCCO3)C(=O)c3ccc(C)cc3)n2)cc1 (stereo not drawn) | -8.4% | . | 7.4% | .
COc1ccc(OCc2cccc(C(=O)Nc3cc(C)on3)c2)cc1 | -4.2% | . | 6.8% | .
O=C(CSc1nnc(-c2ccc3c(c2)OCCO3)o1)NC1CCCCC1 | 7.5% | 0.1% | 1.2% | -5.8%
OC(CNCC1CCCO1)Cn1c2ccc(Br)cc2c2cc(Br)ccc21 (stereo not drawn) | ? | . | ? | .
COc1ccc(-c2cc3nc(C)c(CCC(=O)N4CCN(c5cccc(Cl)c5)CC4)c(C)n3n2)c(OC)c1 | 7.8% | ? | -15.0% | ?
Cc1nc2ccccc2n1CC(O)COC1CCCCC1 (stereo not drawn) | -2.2% | . | -1.6% | .
O=C(CSc1nnc2ccccn12)N1CCc2ccccc2C1 | 3.0% | -2.4% | 0.9% | -8.4%
COc1cc(CNC(=O)c2cc(-c3ccccc3)n[nH]2)cc(OC)c1OC | -11.5% | ? | -5.0% | -11.9%[10.9 µM]
Nc1ccc(C2CCCc3nonc32)c2nonc12 (stereo not drawn) | 7.8% | ? | -8.0% | -22.5%
Cc1nc(SCC(=O)N(C)Cc2ccco2)c2c(C)c(C)sc2n1 | -1.5% | ? | -15.9% | -11.8%
CCN1CCN(c2cc(C)c3cc(NC(=O)c4cnccn4)ccc3n2)CC1 | -0.8% | -1.3% | 3.8% | 4.1%
Brc1ccc(CSc2ncnc3nc[nH]c23)cc1 | -8.8% | 4.0% | 8.9% | -45.7%[inhibitor]
CC(=O)Nc1cccc(NC(C)=O)n1 | -15.8% | . | -9.6% | .
Cc1ccc(C)c(CN2C(=O)C(C)Oc3ccc(C)cc32)c1 (stereo not drawn) | 4.6% | 1.8% | 1.3% | -7.3%
Cc1ccccc1NC(=O)C1CC(=O)N(c2ccccc2F)C1 (stereo not drawn) | -0.3% | 3.6% | 7.3% | 11.9%
Cc1ccccc1NC(=O)c1cccc2c(=O)c3c([nH]c12)CCCC3 | -15.7% | -1.5% | -10.0% | -7.0%[10.9 µM]
COC(=O)C1CCN(C(=O)COc2ccc(Cl)cc2)CC1 | -2.2% | ? | 5.1% | 6.5%

Compounds above that have an aryl thioether with sulfur outside any ring:
SMILES | p53ts 32C kill | IkB signaling | p53ts 39C tox | Imprint erasure
CCn1c(CC(=O)Nc2cccc(OC)c2)nnc1SCC(=O)Nc1nccs1 | -8.3% | -0.9% | 4.8% | 25.4%
CCn1c(SCC(=O)NCCc2ccc(OC)c(OC)c2)nc2c1c(=O)n(C)c(=O)n2C | 14.0% | -4.3% | -6.4% | .
CCc1nnc(SCc2cn3c(C)cc(C)nc3n2)n1N | -5.6% | 1.4% | -7.5% | -6.9%
CC1CCCN(c2nc3c(c(=O)n(C)c(=O)n3C)n2CCSc2nc3ccccc3o2)C1 (stereo not drawn) | 10.0% | 0.9% | -0.6% | -1.6%
CCOCCCNC(=O)c1c(NC(=O)c2nc(SC)ncc2Cl)sc2c1CCCC2 | 2.5% | -1.7% | 8.4% | -3.9%[10.9 µM]
O=C(CSc1nnc(-c2ccc3c(c2)OCCO3)o1)NC1CCCCC1 | 7.5% | 0.1% | 1.2% | -5.8%
O=C(CSc1nnc2ccccn12)N1CCc2ccccc2C1 | 3.0% | -2.4% | 0.9% | -8.4%
Cc1nc(SCC(=O)N(C)Cc2ccco2)c2c(C)c(C)sc2n1 | -1.5% | ? | -15.9% | -11.8%
Brc1ccc(CSc2ncnc3nc[nH]c23)cc1 | -8.8% | 4.0% | 8.9% | -45.7%[inhibitor]
